UPR CHOP act: activators of apoptotic arm of unfolded protein response (CHOP); CHO-CHOP luciferase reporter, UPR activation, luminescence; percent of tunicamycin response over DMSO baseline; activation, % at 10 µM; 330,000 compounds, 0.34% hits; AID 449763;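 active means at 10 µM dose, activation of 40% or more, normalized to positive control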;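 further: 100% = tunicamycin at 10 µg/mL and 0% = DMSO alone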
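Test system: CHO CHOP reporter cells. Input: 500 CHO-CHOP cells per well. Medium: F12 with 10% FBS. Technique: luciferase luminescence. Measure: percent activation relative to tunicamycin control. Dosing: 10 µM compound, 0.5% DMSO. Timing: 16-18 h cell attachment, then 6 h compound exposure, 37 °C.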
tim23-1 inh: tim23-1 yeast growth inhibition | S. cerevisiae tim23-1 growth, BacTiter-Glo luminescence, 24 h | 330,000 compounds, 1.3% hits | inhibition, % at 20 µM;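 active means growth inhibition of the mutant yeast at or above 50%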;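 further: temperature-sensitive mutant grown at 25 °C; plate controls were DMSO-treated mutant yeast for no effect and medium wells lacking yeast for full effect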
tim10-1 inh: inhibits growth of tim10-1 mutant yeast | S. cerevisiae tim10-1 ts strain growth, BacTiter-Glo, 24 h | inhibition, % at 20 µM | 330,000 compounds, 2.2% hits | AID 463190;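 active means inhibition of at least 40%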;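 further: mutant grown at 25 °C; 0% = DMSO wells with yeast and 100% = wells holding no yeast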
APJ antag: antagonists of human APJ apelin receptor; P35414; CHO-K1 APJ beta-arrestin complementation, luminescence; inhibition, % at 20 µM; 330,000 compounds, 0.32% hits;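 active means inhibition above about 40% at 20 µM, limit read from the data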;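 further: cells challenged with 10 nM apelin-13 agonist together with compound; plate controls were apelin-13 plus DMSO wells for no effect and DMSO wells lacking apelin-13 for full effect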
Target sequence (P35414 whole entry, looked up): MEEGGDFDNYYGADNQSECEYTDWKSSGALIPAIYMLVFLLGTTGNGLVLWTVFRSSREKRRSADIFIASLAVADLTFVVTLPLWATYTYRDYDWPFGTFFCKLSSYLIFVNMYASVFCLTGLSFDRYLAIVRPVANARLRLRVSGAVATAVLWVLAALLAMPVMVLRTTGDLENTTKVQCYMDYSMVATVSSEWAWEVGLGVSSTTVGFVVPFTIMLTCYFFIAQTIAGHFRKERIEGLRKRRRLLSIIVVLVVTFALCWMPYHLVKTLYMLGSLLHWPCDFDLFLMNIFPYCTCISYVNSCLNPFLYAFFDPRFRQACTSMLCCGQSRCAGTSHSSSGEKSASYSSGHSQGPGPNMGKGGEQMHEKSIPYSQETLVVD
UPR XBP1 act: adaptive UPR (XBP1) activation; CHO-XBP1 luciferase reporter, IRE1-XBP1 UPR activation, luminescence; percent of tunicamycin response, DMSO as zero; activation, % at 20 µM; 330,000 compounds, 0.33% hits; AID 463104;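 active means versus positive control, 20 µM dose yields 30% or more activation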;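 further: 100% = tunicamycin at 10 µg/mL and 0% = DMSO only wells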
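Material – CHO cell line with stable XBP1 luciferase reporter · Buffer or medium – F12 plus 10% FBS · Compound – single point, 20 µM final compound, 1% DMSO · Schedule – 16-18 h cell attachment at 37 °C, then 6 h compound exposure · Signal – Steady-Glo luminescence read · Benchmarks – high control tunicamycin 10 µg/mL final, low control DMSO vehicle only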
TIM10 inh: growth inhibitors of TIM10 yeast strain; AID 463195; 330,000 compounds, 1.4% hits; inhibition, % at 10 µM; S. cerevisiae TIM10 strain growth, BacTiter-Glo luminescence, 24 h;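 active means inhibition of 40% or more at the single tested concentration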;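 further: wild-type TIM10 isogenic control strain grown at permissive 25 °C; 0% = DMSO yeast wells and 100% = minimal medium wells without yeast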
Mdm2-MdmX inh: inhibitors of human Mdm2/MdmX interaction; O15151+Q00987; SaOS-2 split-luciferase Mdm2/MdmX complementation, luminescence; inhibition, % at 8 µM; 330,000 compounds, 3% hits; AID 485346;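 active means inhibition of at least 50% at 8 µM in the primary screen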
CXCR6 inh: inhibitors of human CXCR6 receptor; CHO-K1 PathHunter CXCR6 beta-arrestin, luminescence; inhibition, % at 20 µM; 360,000 compounds, 0.36% hits; AID 602244; in the data active means inhibition above about 34%, passing the limit was not always enough;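 further: antagonist mode with CXCL16 agonist at 10 nM final; 0% = 10 nM CXCL16 with DMSO and 100% = unstimulated wells without agonist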
Target sequence (O00574 whole entry, looked up): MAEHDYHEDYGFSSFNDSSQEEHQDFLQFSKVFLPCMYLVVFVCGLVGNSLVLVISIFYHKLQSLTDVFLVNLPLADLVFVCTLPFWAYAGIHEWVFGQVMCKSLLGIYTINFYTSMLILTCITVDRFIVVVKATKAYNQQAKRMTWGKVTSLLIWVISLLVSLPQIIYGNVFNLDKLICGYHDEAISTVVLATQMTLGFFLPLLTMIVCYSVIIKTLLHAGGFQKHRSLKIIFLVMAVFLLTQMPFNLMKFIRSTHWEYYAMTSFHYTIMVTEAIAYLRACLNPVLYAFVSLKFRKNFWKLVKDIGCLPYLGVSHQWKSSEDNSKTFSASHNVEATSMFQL
APJ ag: activates the human apelin receptor APJ. P35414. CHO-K1 APJ PathHunter beta-arrestin, luminescence; 0% DMSO wells, 100% apelin. activation, % at 20 µM. 330,000 compounds, 0.11% hits. AID 2520;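 active means activation more than six SD over the plate average, tested at 20 µM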;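 further: 0% = DMSO alone and 100% = apelin-13 at 10 nM; some results filed as inactive read as strong as hits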
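Incubation: overnight seeding, 90 min compound at 25 °C, 1 h detection; test system: PathHunter CHO-K1 APJ (AGTRL-1) beta-arrestin reporter cells; amount: 1000 cells/well; doses: one dose, 20 µM compound, 1% DMSO; measured by: beta-gal luminescence; measure: agonist-driven arrestin binding to APJ; benchmarks: negative DMSO alone, positive Apelin-13 at 10 nM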
Active calls of the source: *. Only part of the results is shown; the hit share may differ from the screen's.

SMILES	UPR CHOP act	tim23-1 inh	tim10-1 inh	APJ antag	UPR XBP1 act	TIM10 inh	Mdm2-MdmX inh	CXCR6 inh	APJ ag
C#CCOCCOCCOCCNc1nc(N2CCN(C(=O)CCCCCCCCCCNC(=O)[C@@H](CCSC)n3cc(CCO)nn3)CC2)nc(N2CCN(C(=O)CCCCCCCCCCNC(=O)[C@H](CCCN=C(N)N)n3cc(C[C@@H](C)CC)nn3)CC2)n1	0.8	31	21	4	2	13	-5	0	-2
O=C1CNC(=S)N1CCCc1ccccc1	-0.4	18	-3	24	-5	11	3	8	-4
C=C(C)CNC(=S)NNC(=O)CCn1c2ccccc2c2ccccc21	0.3	19	26	8	-5	32	35	5	-1
COc1ccc(Cc2c(O)nc(SCC(=O)NC(C)(C)C)[nH]c2=O)cc1	-2.1	1	10	1	-2	-19	14	2	-3
CCS(=O)(=O)NCCCc1ccccc1	-4.1	13	10	3	-2	-1	-3	1	6
C=C(c1ccc(O)cc1)c1ccc(O)cc1	1.6	-1	1	-1	3	2	28	-5	-4
Oc1ccc(Br)cc1Cn1nnc2ccccc21	2.7	43	-10	-1	-3	-6	4	-4	-4
Cc1cccc(N2C(=O)CC(Sc3nc(C)c4c(n3)CCCC4)C2=O)c1 (stereo not drawn)	-0.4	-6	32	8	-2	15	16	9	-1
Cc1cc(=O)[nH]c2ccc(S(=O)(=O)NCc3ccccc3)cc12	1.1	-2	16	-4	-3	-4	8	-1	3
CCC(C)NC(=O)C1c2ccccc2C(=O)N1Cc1ccc(OC)cc1OC (stereo not drawn)	0.5	22	14	11	-1	-14	-11	7	-3
COC(=O)c1c(C)oc2ccc(N(C(C)=O)S(=O)(=O)c3ccccc3)cc12	0.6	32	2	2	2	-4	28	2	-2
Cn1cc(S(=O)(=O)N2CCC(Cc3ccccc3)CC2)c(=O)n(C)c1=O	0.2	17	11	7	0	1	11	-1	-5
COc1ccc(OCC(=O)OCC(=O)Nc2cc(S(=O)(=O)N3CCOCC3)ccc2Cl)cc1	0.4	16	12	11	-1	0	0	2	-2
CCOC(=O)C1CCN(C(=O)c2cc3ccc(OC)cc3[nH]2)CC1	2.1	15	37	2	2	13	-19	-7	-3
C=CCSc1nnc2n(CCc3ccccc3)c(=O)c3c4c(sc3n12)COC(C)(C)C4	0.9	20	19	0	-3	8	9	5	1
O=C(CN1C(=O)C2CCCCN2C(=O)c2ccccc21)N1CCCc2ccccc21 (stereo not drawn)	0.5	14	19	14	-1	11	-24	-14	-3
CC(=O)OCC(=O)Nc1ccc(N=Nc2ccccc2)cc1	3.0	25	18	8	4	16	-200	6	-4
O=C(NCCOC(=O)C1COc2ccccc2O1)C1COc2ccccc2O1 (stereo not drawn)	-0.6	18	26	0	2	17	-10	2	-1
CC12CN3CCN(CC(C3)/C1=N/NC(=O)Nc1ccccc1)C2	0.6	6	1	-2	-1	-4	-3	4	0
Cc1cc(=O)oc2cc(NC(=S)NCc3cccnc3)ccc12	0.5	-10	-11	7	-2	7	6	-6	-3
CCCCCOC(=O)c1ccccc1C(=O)O	-0.1	1	7	12	1	-23	-6	-1	-1
Cn1c(SCC(=O)N/N=C/C=C/c2ccco2)nc2ccccc21	0.5	16	25	22	0	-5	4	6	-4
O=S(=O)(c1ccccc1)c1nc(-c2ccco2)oc1NCc1ccco1	0.2	28	20	-20	2	7	-6	7	-2
Cc1ccc(N2C(=O)C3C(C(=O)c4ccccc4)=NN(c4ccccc4)C3C2=O)cc1 (stereo not drawn)	1.0	30	8	4	4	23	28	-5	-1
Cc1ccc2c(c1)N(CCC(=O)NC1CCCCC1)C(=O)CO2	0.8	22	24	-16	-2	-13	-10	2	2
CCOc1cccc2cc(C(=O)NCc3ccc(F)cc3)c(=N)oc12	4.7	27	21	-1	7	20	0	7	8
O=C(c1cc2c(=O)n3ccccc3nc2s1)N1CCN(Cc2ccc3c(c2)OCO3)CC1	1.9	42	43*	-4	1	40	-1	1	-5
CSc1nc2nc3c(cc2c(=O)n1-c1ccccc1C)COC(C)(C)C3	4.9	8	8	-10	1	-6	0	3	0
Cc1cc2[nH]c(=O)c(=O)[nH]c2cc1S(=O)(=O)N1CCN(c2ccccc2F)CC1	-1.0	11	13	16	-4	-10	26	2	0
COc1ccc(CCNC(=O)c2cc(-c3ccccc3)c(N3CCOCC3)s2)cc1OC	-0.9	20	11	-1	0	-14	24	4	1
C[C@H](CO)N1C[C@H](C)[C@@H](CN(C)S(=O)(=O)c2cn(C)cn2)Oc2ccc(NC(=O)Cc3ccccc3)cc2C1=O	1.5	16	8	22	-1	1	-9	-2	-1
Nn1c(SC/C=C/c2ccccc2)nnc1-c1ccccn1	1.3	36	18	-11	-1	32	4	-1	0
COc1ccc(NCCc2ccccn2)cc1	1.5	16	7	0	-1	1	-8	28	-3
O=S(=O)(Nc1ccc2[nH]ncc2c1)c1ccccc1Cl	-1.1	-2	6	-10	-7	-9	22	-1	2
C#CCOC(=O)c1csc2nnsc12	-2.9	-5	19	-4	0	-20	1	1	1
CNc1nc(N)c([N+](=O)[O-])c(N2CCCCCC2)n1	0.4	19	27	9	5	7	-14	-5	-1
O=C(O)CCCC(=O)N1CCCC1	-0.3	-1	-9	-4	0	-19	4	6	-2
CC(C)NC(=O)C(c1ccc(F)cc1)N(C(=O)CCC(=O)Nc1ccccn1)C1CCCC1 (stereo not drawn)	2.3	12	11	8	-5	-6	12	-11	1
COc1ccc(S(=O)(=O)NCC(c2ccc(F)cc2)N2CCOCC2)cc1Br (stereo not drawn)	0.2	1	20	-37	-2	16	18	4	-4
O=C(OCN1C(=O)c2ccccc2C1=O)c1cccc(OC(F)F)c1	1.7	3	-2	-2	-1	-9	-2	-4	3

An excerpt from above in order of count of non-hydrogen atoms, rising.
SMILES	UPR CHOP act	tim23-1 inh	tim10-1 inh	APJ antag	UPR XBP1 act	TIM10 inh	Mdm2-MdmX inh	CXCR6 inh	APJ ag
O=C(O)CCCC(=O)N1CCCC1	-0.3	-1	-9	-4	0	-19	4	6	-2
C#CCOC(=O)c1csc2nnsc12	-2.9	-5	19	-4	0	-20	1	1	1
COc1ccc(NCCc2ccccn2)cc1	1.5	16	7	0	-1	1	-8	28	-3
CNc1nc(N)c([N+](=O)[O-])c(N2CCCCCC2)n1	0.4	19	27	9	5	7	-14	-5	-1
O=S(=O)(Nc1ccc2[nH]ncc2c1)c1ccccc1Cl	-1.1	-2	6	-10	-7	-9	22	-1	2
O=C(OCN1C(=O)c2ccccc2C1=O)c1cccc(OC(F)F)c1	1.7	3	-2	-2	-1	-9	-2	-4	3
CSc1nc2nc3c(cc2c(=O)n1-c1ccccc1C)COC(C)(C)C3	4.9	8	8	-10	1	-6	0	3	0
COc1ccc(S(=O)(=O)NCC(c2ccc(F)cc2)N2CCOCC2)cc1Br (stereo not drawn)	0.2	1	20	-37	-2	16	18	4	-4
COc1ccc(CCNC(=O)c2cc(-c3ccccc3)c(N3CCOCC3)s2)cc1OC	-0.9	20	11	-1	0	-14	24	4	1
CC(C)NC(=O)C(c1ccc(F)cc1)N(C(=O)CCC(=O)Nc1ccccn1)C1CCCC1 (stereo not drawn)	2.3	12	11	8	-5	-6	12	-11	1

Next records.
SMILES	UPR CHOP act	tim23-1 inh	tim10-1 inh	APJ antag	UPR XBP1 act	TIM10 inh	Mdm2-MdmX inh	CXCR6 inh	APJ ag
Cc1ccc(N=Cc2c(O)c3ccccc3oc2=O)c(C)c1	21	-8	3	20	7	6	18	3	-3
Cc1cc(C)nc(NC(C)(C)C(=O)O)n1	-1.4	4	-8	-6	-2	-10	19	-4	0
O=C(CN1CCCC1)Nc1ccc(Br)cc1	-0.7	12	-1	-24	2	-5	15	-10	0
OCC[C@@H]1C[C@H](O)[C@@H](O)[C@@]2(OCCCc3ccccc32)O1	-1.2	5	-16	0	2	1	9	0	-3
C=C(C)CN(CC)C(=O)COc1ccc(S(=O)(=O)Nc2ccc(OC)cc2)cc1	0.4	11	9	10	-1	-13	16	-5	-2
COC(=O)c1cccc(C23CC4(C2)[C@H](CN(C)[C@@H]4c2ccccc2)C3c2ccc(C(F)(F)F)cc2)c1 (stereo partly drawn)	-1.8	14	16	2	-3	25	12	-11	0
FC(F)(F)c1cnc(Oc2ccccc2-c2nnco2)c(Cl)c1	-0.4	6	-5	-14	6	-11	21	-4	-3
COc1ccc(OCc2nnc3n2N=C(c2ccccc2)C(CC(=O)O)S3)cc1 (stereo not drawn)	6.4	28	13	18	-5	19	12	0	-3
CC1(NC(=O)CCc2nc3ccccc3c(=O)[nH]2)CCS(=O)(=O)C1 (stereo not drawn)	-1.5	-23	-24	20	-6	-3	21	4	-1
COc1ccc(Nc2cc(C(=O)NCCCN3CCOCC3)c3ccccc3n2)cc1OC	0.2	-5	2	-11	-2	11	18	5	-3
Cc1cc(NC(=O)c2noc3c2CCc2ccccc2-3)n(-c2ccccc2)n1	3.8	4	-3	15	5	-10	19	-8	-1
O=C(COc1ccc(Cl)cc1Cl)NCCC1=CCCCC1	0.3	-13	23	-11	0	9	-5	-13	-1
FC(F)(F)c1cccc(Cn2nnnc2-c2ccc(Cl)cc2)c1	-2.7	26	28	-28	-2	-16	18	-2	1
CC(=O)Nc1cccc(NC(=O)COC(=O)CO/N=C(\C)c2ccc3c(c2)OCO3)c1	-0.3	-3	2	8	-5	0	-3	-11	-3
CCOC(=O)c1ccc(NC(=S)N(CCCN2CCCC2)Cc2ccco2)cc1	-0.5	14	11	0	-2	13	0	18	-2
COc1ccccc1CN1CC(C(=O)N(Cc2cnn(C)c2)C(C)C)CCC1=O (stereo not drawn)	2.1	8	24	21	-3	2	-9	2	-2
CCOC(=O)c1[nH]c(C)c(C(=O)Nc2ccc(Cl)cc2)c1C	-1.9	3	-1	4	4	7	-27	-6	-2
COc1ccc(-c2c(C)n([O-])c(C)c(-c3ccccc3)[n+]2=O)cc1OC	-0.2	4	11	-9	0	0	8	-9	-1

Compound activity: PubChem BioAssay, Sanford-Burnham Center for Chemical Genomics
